Assay outcomes deposited in PubChem BioAssay by several laboratories.
SMARCA2 activ: SMARCA2 (BRM) function activators, primary screen, cell-based, luminescence, high throughput | MG213 cells, MMTV-luciferase reporter, dexamethasone, overnight | activation, % at 9.1 µM | 1% of 370,000 active | AID 652017, 2013; in the data active = activation above about 7.8%;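 note: 0% = vehicle wells and 100% = reference activator wells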
hgDAF12 agonist: H. glycines DAF-12 receptor agonists, primary screen, cell-based, luminescence, HEK293, GAL4 fusion, UAS-luciferase. Nuclear hormone receptor DAF-12 (Heterodera glycines), GAL4 fusion. HEK293 GAL4-hgDAF12 UAS-luciferase reporter, agonist luminescence; normalized to butyrate control. 1.8% of 370,000 active. activation, % at 6.8 µM;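 active = activation above a cutoff set at the mean of all screened compounds plus 3 SD, cut at about 10% in these data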;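 note: 0% = DMSO wells and 100% = sodium butyrate wells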
KLK7 zymogen act: proKLK7 zymogen activators, primary screen, biochemical, fluorescence intensity; Kallikrein-7 (Homo sapiens), P49862; purified proKLK7, EDANS-DABCYL substrate fluorescence; 100% is mature enzyme control, 0% vehicle; activation, % at 7 µM; 0.9% of 370,000 active;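 active = activation above the mean of all tested compounds plus 3 SD, computed per campaign excluding outliers beyond control limits, cut at about 13% in these data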
DAX1 inh-1: DAX1 (NR0B1) inhibitors on StAR promoter, primary screen, cell-based, luminescence, SF-1 (NR5A1), full-length DAX-1; HEK293T StAR-luciferase reporter, SF-1/DAX-1 repression relief; inhibition, % at 6.8 µM; 1.1% of 370,000 active; AID 652010, 2013;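 active = inhibition above the mean over all tested compounds plus 3 SD, cut at about 3.6% in these data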;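 note: 0% = DAX-1 cells with DMSO and 100% = cells lacking DAX-1 with DMSO; higher inhibition means more luminescence from relief of DAX-1 repression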
GC-B act: human GC-B receptor activators, primary screen, HEK293 GC-B cells, cGMP TR-FRET, EC30 CNP; 0% at EC30 CNP, 100% saturating CNP; activation, % at 10 µM; 0.11% of 370,000 active; AID 1920062, 2024;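 active = activation at 10 µM reaching about 35% in either raw or pattern-adjusted values, limit read from the data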
GC-A act: GC-A stimulated cGMP production enhancers – HEK293 GC-A cells, cGMP TR-FRET, EC30 ANP, primary screen | Atrial natriuretic peptide receptor 1 (Homo sapiens), P16066 | 0% at EC30 ANP, 100% saturating ANP | 0.14% of 370,000 active | activation, % at 10 µM; in the data active = activation above about 40%
hcDAF-12 act: H. contortus DAF-12 nuclear receptor activators, primary screen, cell-based, luminescence, HEK293, lit1-tk-luc reporter. HEK293 hcDAF-12 lit1-tk-luc reporter; 0% DMSO, 100% Δ7-dafachronic acid. activation, % at 6.8 µM. 1.4% of 370,000 active. AID 652067, 2013;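 active = activation above the mean of all tested compounds plus 3 SD, cut at about 5.5% in these data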;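 note: 100% = response to 3 µM Δ7-dafachronic acid high control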
sPLA2-III inh: human group III sPLA2 inhibitors, primary screen, biochemical, QFRET, BODIPY PC-A2 liposome substrate; AID 743126, 2013; Group 3 secretory phospholipase A2 (Homo sapiens), Q9NZ20; 0.56% of 370,000 active; inhibition, % at 12.2 µM; QFRET BODIPY PC-A2 liposome hydrolysis, fluorescence;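 active = inhibition above mean plus 3 SD of compounds lying within the high and low control bounds, cut at about 19% in these data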;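 note: 0% = median of test compound wells and 100% = no enzyme DMSO wells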
Target sequence (Q9NZ20 whole entry, looked up): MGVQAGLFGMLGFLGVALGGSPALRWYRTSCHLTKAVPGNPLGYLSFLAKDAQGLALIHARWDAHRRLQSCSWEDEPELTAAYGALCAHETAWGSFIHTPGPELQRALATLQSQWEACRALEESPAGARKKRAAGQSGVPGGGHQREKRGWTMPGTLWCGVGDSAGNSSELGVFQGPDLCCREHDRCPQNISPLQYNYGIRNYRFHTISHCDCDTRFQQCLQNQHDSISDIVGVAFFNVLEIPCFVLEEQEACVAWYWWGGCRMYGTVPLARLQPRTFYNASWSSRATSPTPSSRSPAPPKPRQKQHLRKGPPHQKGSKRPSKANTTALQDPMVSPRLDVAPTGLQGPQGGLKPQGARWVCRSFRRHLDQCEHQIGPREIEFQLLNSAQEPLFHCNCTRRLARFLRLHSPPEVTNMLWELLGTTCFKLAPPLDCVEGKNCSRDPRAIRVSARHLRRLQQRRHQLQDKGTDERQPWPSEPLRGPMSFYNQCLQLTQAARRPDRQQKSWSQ
GAA850 FXN act: FXN promoter activators, primary screen, cell-based, luciferase luminescence, HEK293 lucGAA850; AID 540364, 2011; activation, % at 6 µM; HEK293 lucGAA850 FXN promoter luciferase reporter, 24 h; percent of 10 µM SAHA response; 0.56% of 360,000 active;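 active = activation above the average of all compounds screened plus 3 SD, cutoff fixed separately per campaign, cut at about 7.5% in these data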;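 note: 0% = DMSO wells and 100% = 10 µM SAHA wells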
DAX1 inh-2: DAX1 (NR0B1) inhibitors, primary screen, cell-based, HEK293, Gal4-DAX1, luciferase luminescence. Nuclear receptor subfamily 0 group B member 1 (Homo sapiens), P51843. HEK293 Gal4-DAX1 luciferase reporter. inhibition, % at 6.75 µM. 0.99% of 340,000 active. AID 504766, 2011;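 active = inhibition above the mean over all tested compounds plus 3 SD, cut at about 4.2% in these data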;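 note: 0% = DAX1-transfected cells with DMSO and 100% = empty-vector control cells with DMSO; inhibition shows as a rise in luminescence from relieved DAX1 repression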
Target sequence (P51843 207-470 limits assumed): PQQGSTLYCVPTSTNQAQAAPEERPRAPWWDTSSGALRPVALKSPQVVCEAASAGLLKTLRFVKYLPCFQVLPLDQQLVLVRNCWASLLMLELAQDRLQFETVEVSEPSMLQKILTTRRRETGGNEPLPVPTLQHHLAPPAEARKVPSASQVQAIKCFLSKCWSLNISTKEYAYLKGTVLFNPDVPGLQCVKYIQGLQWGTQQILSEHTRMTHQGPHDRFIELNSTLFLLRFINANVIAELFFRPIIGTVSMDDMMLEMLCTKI
ssDAF12 agonist: S. stercoralis DAF-12 nuclear receptor activators, primary screen, cell-based, luminescence, HEK293, GRIP1 co-expression, lit1-tk-luc | HEK293 ssDAF-12/GRIP1 lit1-tk-luc reporter; % of 3 µM dafachronic acid response | 1% of 370,000 active | Nuclear hormone receptor DAF-12 (Strongyloides stercoralis) | activation, % at 6.8 µM | AID 652126, 2013;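 active = activation above the mean over all tested compounds plus 3 SD, cut at about 0.9% in these data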;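 note: 0% = DMSO-only wells and 100% = 3 µM delta7-dafachronic acid wells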
* marks the source's active call; other numbers are inactive results; x = not tested or not shown.

structure	SMARCA2 activ	hgDAF12 agonist	KLK7 zymogen act	DAX1 inh-1	GC-B act	GC-A act	hcDAF-12 act	sPLA2-III inh	GAA850 FXN act	DAX1 inh-2	ssDAF12 agonist
CC1=C(C(=O)OCc2ccc3c(c2)OCO3)C(c2ccc(F)cc2)NC(=O)N1 (configuration not stated)	-6.7	6.2	0.2	-2.9	-1.1	-4.8	-3.4	6.0	-12.0	-2.4	-2.6
Cc1ccc(-c2nnc(Nc3ccc4c(c3)OCO4)c3ccccc23)cc1S(N)(=O)=O	0.2	-2.3	0.3	-1.0	-7.7	-13.4	-3.5	-7.4	-2.5	-0.9	-1.7
O=C(O)c1ccc(Nc2cc(Cl)c3nonc3c2[N+](=O)[O-])cc1	0.6	-0.3	0.2	-0.9	-1.3	1.8	0.4	9.0	0.9	1.2	-1.2
CCN(CC)c1ccc(/C=N/NC(=O)Cc2ccc(OC)c(OC)c2)cc1	-2.0	-1.2	-4.1	-0.2	1.1	-0.1	-1.6	3.7	2.0	-2.2	-1.5
S=C(NCCN1CCOCC1)Nc1cccc2ccccc12	6.9	-0.5	0.2	0.6	-1.5	6.7	1.4	5.9	1.6	-0.4	-1.3
COc1ccc(-n2c(CNc3ccc(C)cc3)nnc2SCC(=O)Nc2nc(-c3ccccc3)cs2)cc1	-2.9	-1.8	-0.8	-1.3	-0.2	-2.0	-0.3	0.0	-0.3	0.2	-1.2
O=C(O)CCCC(=O)N1CC(=O)Nc2ccccc21	-0.1	-2.2	0.6	-0.1	-4.3	-1.5	-0.8	0.3	-2.9	0.1	-0.1
Cc1ccccc1S(=O)(=O)Cc1ccc(C(=O)NCCCN2CCCC2)o1	-1.1	-2.0	0.1	-0.2	4.0	2.6	-0.2	-1.1	2.1	-0.2	-0.5
CCS(=O)(=O)N1CCN(c2ccccc2F)CC1	-1.0	0.3	0.3	1.1	x	x	-1.0	-0.9	-1.4	0.7	-0.8
COC(=O)CC(N)c1ccc(Br)cc1 (configuration not stated)	-3.8	0.9	0.4	0.2	2.8	-3.1	-0.7	5.3	0.8	3.0	-1.1
O=C(CNC(=O)/C(=C/c1ccccc1)NC(=O)c1ccc(Br)cc1)OCc1ccccc1	-3.1	-2.1	0.2	-0.2	-6.1	-6.4	1.5	-22.8	-0.7	0.0	-0.7
O=C(N1CCOCC1)N1CCCN(C(=O)N2CCOCC2)CC1	-1.3	1.4	-0.7	0.4	0.0	0.1	-0.8	15.1	-0.4	1.6	-1.4
Cc1cccc(-c2cc3nc(C)c(C)c(NCCCn4ccnc4)n3n2)c1	2.0	1.6	0.0	-1.2	-1.5	3.2	-2.0	-40.8	4.8	-2.0	-1.5
COc1cccc(N2CC(NS(=O)(=O)c3cccnc3)CC2=O)c1 (configuration not stated)	-0.2	1.3	-0.5	1.0	-1.6	-0.3	-0.1	-2.0	-0.9	-0.7	-0.6
O=C(CNS(=O)(=O)c1c(Cl)cccc1Cl)OCC(=O)N1CCN(c2ccccc2)CC1	-3.2	4.5	-0.3	-0.8	-4.0	4.8	-1.0	1.0	-1.2	-0.2	-0.6
O=C(CSCc1c(F)cccc1Cl)NNC(=S)NC1CCCCC1	-1.2	1.9	0.0	0.6	2.0	-2.0	4.4	20.7*	0.9	0.5	-0.9
CCC1CCCCN1C(=O)c1ccc(OC)c(OC2CCN(C(C)C)CC2)c1 (configuration not stated)	-0.3	-1.5	-1.3	2.0	-0.1	6.8	1.3	3.8	0.3	0.3	-1.3
CC(C)(C)c1cc(CNC(=O)C2CCC(=O)N(Cc3ccccc3F)C2)[nH]n1 (configuration not stated)	1.1	1.3	0.3	0.9	5.1	-1.2	-1.6	1.9	0.0	0.6	-0.9
CCOC(=O)C(CCCOc1ccc(C(C)CC)cc1)C(=O)OCC (configuration not stated)	0.5	-3.0	-0.2	-1.7	0.1	0.1	-1.3	1.1	-3.4	0.0	-1.9
CC(OC(=O)c1cccc(NS(C)(=O)=O)c1)C(=O)Nc1ccc2c(c1)OCO2 (configuration not stated)	-3.1	-4.1	0.3	-2.7	-1.6	-0.6	1.0	-5.8	-1.4	-1.1	-1.5
O=c1nc(N2CCOCC2)ccn1-c1nc(-c2ccccc2)sc1-c1ccccc1	0.9	-0.6	-0.4	-0.7	-5.0	0.6	-0.8	3.0	2.0	-0.2	-1.3
O=C(C(=O)N1CCC(c2ccccc2)CC1)c1cccc([N+](=O)[O-])c1	-5.3	2.0	-0.3	0.2	-4.1	3.9	-1.5	-1.5	x	x	-1.1
CCc1noc(C)c1C(=O)N1CCN(S(=O)(=O)c2ccc(Br)cc2)CC1	-3.9	-3.4	-0.2	0.0	2.1	-2.2	-0.9	1.8	-1.3	-0.8	-0.1
CSS(=O)(=O)c1cccc2cccnc12	-0.7	-2.1	0.5	0.0	16.1	10.0	0.0	0.5	-0.1	x	-0.5
CN(C)CC(C)(C)CNS(=O)(=O)c1ccc(Cl)cc1	-1.9	-1.3	0.4	-0.2	4.6	-3.0	0.3	9.1	0.2	1.4	-2.0

2 entries from above, set out differently.
Below each compound: SMARCA2 activ	hgDAF12 agonist	KLK7 zymogen act	DAX1 inh-1	GC-B act	GC-A act	hcDAF-12 act	sPLA2-III inh	GAA850 FXN act	DAX1 inh-2	ssDAF12 agonist
- Cc1ccc(-c2nnc(Nc3ccc4c(c3)OCO4)c3ccccc23)cc1S(N)(=O)=O
 : 0.2	-2.3	0.3	-1.0	-7.7	-13.4	-3.5	-7.4	-2.5	-0.9	-1.7
- O=C(O)c1ccc(Nc2cc(Cl)c3nonc3c2[N+](=O)[O-])cc1
 : 0.6	-0.3	0.2	-0.9	-1.3	1.8	0.4	9.0	0.9	1.2	-1.2

(continued)
structure	SMARCA2 activ	hgDAF12 agonist	KLK7 zymogen act	DAX1 inh-1	GC-B act	GC-A act	hcDAF-12 act	sPLA2-III inh	GAA850 FXN act	DAX1 inh-2	ssDAF12 agonist
CC(C)(C)c1ccc(S(=O)(=O)N2CC(C(=O)O)Oc3ccc(Cl)cc32)cc1 (configuration not stated)	-1.0	1.3	-0.6	-0.2	4.6	-0.2	2.0	-44.6	1.4	1.1	-0.9
COc1cc(C(=O)OCC#N)ccc1OCc1c(C)noc1C	1.4	3.7	0.2	-0.1	-4.5	-8.0	-1.8	-4.9	-3.7	3.5	-0.8
COC(=O)[C@]12CCCCC=C1N(Cc1ccc(Cl)cc1Cl)C(=O)[C@H](CC(=O)N1CCN(C(=O)c3ccco3)CC1)C2	-3.6	-3.1	0.3	-1.4	-4.8	-7.5	-1.3	-5.3	x	x	-1.2
CC1(C)Oc2ccc3ccc(=O)oc3c2/C(=C/NNC(N)=O)C1=O	3.5	-0.1	10.2	0.9	-4.2	-3.6	-2.5	1.7	0.5	0.0	-1.3
CCOCCCNC(=O)c1ccc2c(=O)n(Cc3ccc(OC)cc3)c(=O)[nH]c2c1	-5.1	-0.4	-1.8	-0.2	6.0	2.0	-2.7	-1.1	-0.1	-1.1	-1.8
CC(C)OCCCNC(=O)c1ccc(CS(=O)(=O)c2cccc(C(F)(F)F)c2)o1	-1.5	0.3	-0.1	-0.2	8.2	2.4	-0.5	-14.6	3.1	1.4	-0.8
O=[N+]([O-])c1ccc(OCCn2cncn2)cc1	0.8	2.8	0.0	0.4	4.0	2.5	1.7	3.5	0.8	-0.3	-0.6
Cc1ccc(C2=NOC(C)(c3nnc(-c4ccccc4)o3)C2)cc1 (configuration not stated)	0.1	0.1	0.5	-0.5	6.0	0.8	-1.9	-8.1	1.7	-0.9	-0.9
CC(C)C(=O)Nc1nnc(S(=O)(=O)N2CCc3ccccc32)s1	-2.5	-0.3	-0.5	0.3	-1.4	-3.7	-1.4	-4.6	0.5	0.7	-0.8
Cc1cccc(NC(=O)Nc2cccc(Oc3c(F)c(F)c(F)c(F)c3F)c2)c1	2.1	1.4	0.6	0.9	-2.9	2.2	-0.3	2.0	0.6	-0.5	-1.2
CSC1=NC(C)(C)C=C(/C=C/c2ccc(Cl)cc2)N1	-1.2	1.1	-0.8	-0.5	-7.9	-10.0	-2.4	-4.8	1.5	-1.5	-0.8
CCOc1ccccc1OCCOCCOc1c(Cl)cccc1Cl	-0.8	0.2	-1.0	-0.4	2.5	-4.1	-0.6	2.3	3.0	-1.3	-0.4
CCN(C(=O)CSc1ncccn1)C1CCS(=O)(=O)C1 (configuration not stated)	-0.7	-2.7	0.8	-0.4	6.8	1.2	0.2	-4.9	-0.3	-0.7	-1.2
Cc1ccc(S(=O)(=O)CCC(=O)OC(C)C(=O)NC2CCCCC2C)cc1 (configuration not stated)	-1.3	-0.1	0.5	0.3	3.3	0.8	-0.2	5.5	2.4	0.2	-0.9
Cc1cc(Oc2ccc(Cl)cc2)nc(-c2ccccc2O)n1	-2.4	0.2	-0.2	0.4	-3.2	-5.3	-1.3	-1.4	2.9	1.4	-1.3
O=C(NC1CCCCC1)C(=S)NCCc1ccccc1	-1.0	-2.0	-1.1	0.0	4.5	6.5	-1.3	-0.6	2.5	1.4	-1.6
Cc1cccc(OCc2nnc(SCC(=O)O)n2-c2ccccc2)c1	-3.0	-1.9	-0.1	0.1	3.1	8.1	-0.3	7.2	0.4	1.7	-0.1
